iPSC survival up: hiPSC single-cell survival enhancement; survival enhancement, % at 20 µM; actives 0.044% (n = 360,000); ATPlite luminescence; 100% = ROCK inhibitor wells, 0% = DMSO; in the data active = survival enhancement above about 18%;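 note: cells exposed to compounds for 16 hours before the ATP read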
Peg3 prom inh: reduces Peg3 promoter-driven luciferase expression in HeLa; HeLa PEG-Prom luciferase reporter, luminescence, overnight; inhibition, % at 20 µM; actives 1.7% (n = 360,000); AID 588405;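 active = inhibition of at least 50% at 20 µM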
TRPM1 prom inh: MITF TRPM1 promoter inhibition in SK-MEL-5 cells. actives 0.83% (n = 330,000). AID 488899. SK-MEL-5 TRPM1 promoter luciferase, 24 h. inhibition, % at 12.5 µM;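 active = mean inhibition across replicates of 60% or more, whatever share of single replicates reaches that level; inconclusive = some that reach 60%, reason not given; inactive = mean inhibition across replicates below 60%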; note: values of inactives mirror those of a sister screen read the other way
HIF-2a block: HIF-2a inhibition; 786-0 RCC cells HIF-2a reporter, luciferase luminescence, overnight; inhibition, % at 18.8 µM; actives 0.72% (n = 360,000);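 active = inhibition of the luminescence signal of 40% or more relative to plate controls, in a single-dose primary screen at 18.75 µM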
Cardio protect: myocardial damage modulation in H9c2 cells | H9c2 cardiomyocytes, H2O2 injury protection, ATPLite, 2 h | protection from H2O2 cell death, % at 20 µM | actives 0.63% (n = 360,000);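 active = compounds giving at least 50% protection of heart cells from peroxide-induced death in the single-dose screen, raw or plate-pattern-corrected value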;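 note: 0% = DMSO wells with peroxide and 100% = DMSO wells without peroxide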
HTR2A ag: activates the mouse 5-HT2A serotonin receptor | actives 0.66% (n = 360,000) | activation, % at 7.6 µM | AID 624169 | CHO-K1 mHTR2A beta-arrestin complementation, luminescence; percent of 30 µM serotonin response;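 active = activation above a run cutoff, the mean activation of all tested compounds plus 3 SD, cut at about 14% in these data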;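 note: 0% = plate median of compound wells and 100% = 30 µM serotonin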
NR2E3 ag-1: NR2E3 (human) agonism | inhibition of corepressor binding, % at 4.78 µM | Q9Y5X4 | actives 0.12% (n = 320,000) | GST-NR2E3/biotin-RetCOR TR-FRET, 1536-well | AID 2300;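 active = percent inhibition above the cutoff of mean plus 3 SD of all tested compounds, set per screening campaign, cut at about 20% in these data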;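 note: 0% = DMSO wells and 100% = biotin wells as full block of FRET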
Target sequence (Q9Y5X4 whole entry, looked up): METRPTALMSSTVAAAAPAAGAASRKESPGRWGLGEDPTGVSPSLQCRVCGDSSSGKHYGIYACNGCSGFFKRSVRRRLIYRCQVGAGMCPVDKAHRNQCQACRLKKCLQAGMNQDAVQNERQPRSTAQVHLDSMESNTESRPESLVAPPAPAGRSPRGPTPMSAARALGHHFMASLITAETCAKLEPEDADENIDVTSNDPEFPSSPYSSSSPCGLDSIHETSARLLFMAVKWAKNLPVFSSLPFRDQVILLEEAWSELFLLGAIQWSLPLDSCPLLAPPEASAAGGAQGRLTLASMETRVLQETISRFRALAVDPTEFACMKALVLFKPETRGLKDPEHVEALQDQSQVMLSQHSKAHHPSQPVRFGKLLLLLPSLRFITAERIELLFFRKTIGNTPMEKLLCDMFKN
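Format: 1536-well format; test system: GST-NR2E3 and biotin-RetCOR proteins; read-out basis: percent inhibition of TR-FRET ratio; timing: 5 h incubation at 4 °C; detection: time-resolved FRET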
CaV13 FRET inh: Disruptors of the CACNA1D IQ motif to Ca2+-dependent inactivation inhibitor domain association, primary screening, Förster resonance energy transfer in intact living …. AID 743397. HEK cells, CFP/YFP FRET ICDI-IQ, plate reader, 10 min; percent FRET-ratio fall versus neutral wells. inhibition, % at 12.3 µM. actives 0.098% (n = 340,000);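 active = mean replicate inhibition of at least 30% and at least 1% of replicates passing that level; inconclusive = only one of the two criteria is met; inactive = neither criterion is met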;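 note: 0% = median of the neutral control wells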
NR2E3 ag-2: activates human NR2E3 receptor; Q9Y5X4; CHO-S Gal4-NCOR/VP16-NR2E3 two-hybrid, luciferase; inhibition of corepressor binding, % at 3.98 µM; actives 0.35% (n = 360,000); AID 602229;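 active = inhibition above the mean of all tested compounds plus 3 SD, cut at about 70% in these data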;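 note: 0% = DMSO with NR2E3 transfected cells and 100% = cells lacking NR2E3 construct; higher means lower luciferase signal from less NR2E3 corepressor binding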
PDI turbidity: blocks human protein disulfide isomerase activity; P07237; PDI insulin aggregation turbidity, A650, 90 min; inhibition, % at 10 µM; actives 0.052% (n = 350,000);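 active = mean inhibition across replicates of 30% or more, whatever share of single replicates reach that level; inconclusive = mean inhibition below 30% while every single replicate reaches 30%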;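 note: absorbance from insulin aggregation driven by PDI reduction with DTT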
Target sequence (P07237 whole entry, looked up): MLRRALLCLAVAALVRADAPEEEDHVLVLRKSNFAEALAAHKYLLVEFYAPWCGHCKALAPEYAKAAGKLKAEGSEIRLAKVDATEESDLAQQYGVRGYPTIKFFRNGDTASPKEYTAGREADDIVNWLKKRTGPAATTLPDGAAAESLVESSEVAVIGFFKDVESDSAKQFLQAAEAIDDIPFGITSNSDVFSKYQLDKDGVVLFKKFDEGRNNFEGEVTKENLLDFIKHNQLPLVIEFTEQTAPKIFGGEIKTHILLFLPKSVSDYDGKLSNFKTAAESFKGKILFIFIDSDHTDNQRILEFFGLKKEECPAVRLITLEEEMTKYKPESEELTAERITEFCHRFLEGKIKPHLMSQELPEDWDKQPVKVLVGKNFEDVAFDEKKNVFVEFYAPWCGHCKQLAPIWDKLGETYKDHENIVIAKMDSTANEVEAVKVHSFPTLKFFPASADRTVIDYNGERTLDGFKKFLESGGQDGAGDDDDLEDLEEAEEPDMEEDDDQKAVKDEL
Shn3 3UTR inh: inhibitors of Schnurri-3 3'UTR reporter in osteoblasts | actives 0.52% (n = 360,000) | inhibition, % at 12.5 µM | AID 588674 | Clone20 osteoblast Shn3 3'UTR firefly luciferase, 24 h;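 active = mean inhibition of at least 75% with every replicate also reaching 75%; inconclusive = mean inhibition at least 75% but some replicate below; inactive = mean inhibition below 75%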;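 note: 0% = median of neutral control wells and 100% = pilot-screen positive control compound; some compounds past the cut are filed as inactive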
Active calls of the source: *; ? = inconclusive; / = no result given; & = joins results of further samples.

SMILES	iPSC survival up	Peg3 prom inh	TRPM1 prom inh	HIF-2a block	Cardio protect	HTR2A ag	NR2E3 ag-1	CaV13 FRET inh	NR2E3 ag-2	PDI turbidity	Shn3 3UTR inh
CC(C)NC(=O)NS(=O)(=O)c1cnccc1N1CCCCC1	-1.2	8.3	4.0	15.1	-11.0	1.1	0.5	-0.3	-7.5	6.5	-11.8
O=c1oc2ccccc2c(N2CCCCC2)c1CN1CCCCC1	0.1	8.9	-8.5	10.2	-1.7	1.3	1.7	/	-3.9	-2.0	-6.5
CS(=O)(=O)N1CCN(C(=O)c2cc(-c3cccs3)nc3ccccc23)CC1	-1.3	-44.6	5.3	-56.4	8.7	3.6	3.0	-1.4	12.3	3.8	-33.8
O=C(CCC(=O)c1cccs1)OCc1nc2ccccc2s1	0.2	-11.2	-3.7	-14.5	-4.9	-0.3	5.6	-5.6	-6.8	-6.4	-7.7
C[C@H](NC(=O)[C@@H]1CCCN1C(=O)[C@@H]1CCCN1C(=O)c1cccc2ccccc12)c1ccccc1	-0.7	/	/	13.7	/	1.4	/	-5.7	-20.4	/	/
COc1ccc(NC(=S)N(CCN2CCOCC2)Cc2ccccc2F)cc1	1.7	0.1	17.1	18.4	0.5	0.4	-4.2	-4.6	-7.9	10.4	-5.6
COc1cc2c(cc1OC)C1=C(C#N)CCC(=NC(=O)c3ccc(Cl)cc3)N1CC2	9.9	31.7	8.5	15.3	5.7	-0.2	-0.6	-6.7	-1.0	2.3	8.8
COc1ccccc1C(=O)n1nc(-c2cccnc2)nc1N	0.9	13.3	-4.8	13.7	1.8	4.1	3.7	-5.9	6.5	-1.6	-22.3
O=C(NCc1ccccc1F)C1CCCN(S(=O)(=O)N2CCOCC2)C1 (stereo not given)	1.2	3.2	5.5	0.1	12.6	-7.8	0.1	-14.3	-14.3	-3.7	-20.8
O=C(c1cccs1)N1CCN(C(=O)c2cn(-c3ccccc3)nc2-c2ccccc2)CC1	-2.5	-117.9	-30.9	-168.3	-9.5	7.2	/	-12.3	-13.2	5.7	7.3
Cc1cc(=O)[nH]c(/N=C(\N)Nc2ccc3c(c2)OCCO3)n1	-0.8	-2.6	-3.5	16.0	6.4	6.7	1.6	-2.1	-41.8	0.6	-18.1
COc1ccc(CCNC(=S)NCCc2ccc(OC)c(OC)c2)cc1OC	-1.5&0.2	-3.7&10.5	6.9	-10.5&9.9	-3.1&-2.1	-1.6&-3.8	1.2	-9.4&-19.5	-10.6&-6.1	-2.8&1.3	14.3&7.9
CC(=O)Nc1cc(-c2cccc(F)c2)cn2c(-c3ccc(S(C)(=O)=O)cc3)cnc12	-2.4	0.4	/	-6.5	34.6	0.5	/	-6.3	-17.0	-3.8	-37.2
c1ccc2c(c1)ncn2-c1ncnc2sc3c(c12)CCCC3	-2.8	18.4	10.7	33.3	-3.3	-0.2	0.7	-3.8	-6.3	-3.1	-12.2
CCCOCC1CC2(CC(C)(c3csc(N)n3)OC2=O)C(=O)O1 (stereo not given)	-3.6	-6.0	10.9	2.8	3.1	1.9	-2.4	/	-21.6	-3.5	-8.8
O=C(c1cccs1)N(Cc1ccco1)c1nc(-c2ccc(F)cc2)cs1	-3.2	8.2	-0.5	3.1	-11.9	-3.2	1.1	/	-20.9	4.3	-2.4
CC(=O)Nc1cncc(-c2cccc(C(=O)NC3CC3)c2)n1	-0.3	-1.3	/	-1.3	9.5	-2.0	/	-4.9	-17.7	-4.3	-9.6
COc1ccc(-c2nnc(-c3ccccc3)o2)cc1OC	0.1	-311.8	-63.1	-304.3	1.0	3.2	0.7	-1.9	-100.8	-2.3	-152.5
CC1CCCN(C(=O)CSc2nnc(-c3cccs3)o2)C1 (stereo not given)	-0.7	-195.4	-91.7	-170.4	1.0	-1.7	-0.8	-3.7	-137.3	-0.2	-40.9
O=C(CSc1ccc2ccccc2c1)Nc1ccncc1	-0.4	-32.0	-9.9	-24.9	-13.4	0.8	-1.5	-7.1	-9.7	4.4	60.2
Cc1ccc(C(=O)NNC(=O)c2nn(-c3ccc(F)cc3)ccc2=O)cc1	-0.3	-25.3	-3.3	-17.4	2.0	-5.5	0.2	2.4	-5.6	-4.0	-29.9
CC1=C(C(=O)N(C)C)CC(CC(=O)NCCCN(C)C)C(=O)N1CCC1=CCCCC1 (stereo not given)	1.3	-7.2	/	-4.3	13.9	5.5	/	-3.8	-3.9	1.1	-3.3
Cc1cccc(N2CCN(S(=O)(=O)c3ccc4c(c3)CCN4C(=O)CCC(=O)O)CC2)c1C	0.1	-57.2	2.2	-18.1	-2.3	17.7*	-3.4	-3.2	11.5	-0.8	-14.5
COc1ccc(CN2CCNC(=O)C2CC(=O)NCCCn2cccn2)c(OC)c1 (stereo not given)	-2.2	-1.2	-1.8	4.6	7.0	-3.0	-1.2	-4.4	-25.1	-13.2	1.0
Cc1ccc(/C=C2\SC(=S)N(CCCC(=O)Nc3cc(C)on3)C2=O)cc1	0.1	24.5	5.4	68.9*	1.7	10.9	-4.3	/	14.3	-7.7	5.9
Next structures:
SMILES	iPSC survival up	Peg3 prom inh	TRPM1 prom inh	HIF-2a block	Cardio protect	HTR2A ag	NR2E3 ag-1	CaV13 FRET inh	NR2E3 ag-2	PDI turbidity	Shn3 3UTR inh
CC1(C)CC(=O)C=C(c2ccc(-c3cnc4ccccc4c3)cc2)C1=O	-4.3	-97.2	/	-50.0	-0.4	4.7	/	-5.5	-11.5	7.6	-46.7
COC(=O)CNC(=O)CCC(=O)N1CCN(C(c2ccccc2)c2ccccc2)CC1	-0.2	6.3	16.3	15.5	10.2	-3.2	3.6	-3.7	22.8	8.5	7.6
C=CCn1c(SCC(=O)NC(=O)Cc2ccccc2)nc2ccccc2c1=O	1.2	12.8	2.3	15.8	-0.2	-5.2	4.2	-2.0	-7.6	15.8	4.2
CC(=O)c1cc(NC(=O)c2ccccc2)c(=O)oc1/C=C/N(C)C	0.3	-83.3	0.3	9.6	9.1	-0.1	-7.3	-6.7	-32.6	10.5	-5.8
O=C(COC(=O)CNC(=O)c1ccc(Cl)cc1Cl)NCC1CCCO1 (stereo not given)	-0.4	-5.2	9.0	-2.1	-0.9	3.8	0.9	-6.4	-26.1	-4.1	-25.5
COCCn1c(=S)[nH]c2cc(C(=O)N3CCN(c4cccc(Cl)c4)CC3)ccc2c1=O	-0.5	14.3	7.1	18.1	-2.6	9.4	0.2	-2.5	-16.8	-10.9	28.1
Cc1nn(CC(=O)Nc2ccc3c(c2)oc2ccccc23)c(=O)c2ccccc12	-0.8	26.5	-0.5	10.9	7.0	0.1	2.6	/	5.8	-1.5	-8.2
COc1ccccc1N1CCN(C(=O)CN(Cc2ccc(Cl)cc2)S(C)(=O)=O)CC1	-1.3	19.9	2.7	5.7	4.0	-2.7	1.7	-9.8	0.5	7.4	49.3
O=C1CNC(=O)c2cc(Cl)ccc2N1	4.2	10.9	/	8.4	8.4	-2.5	/	-5.1	-40.7	14.4	7.8
COc1ccccc1Nc1nnc(C)c(=O)[nH]1	3.1	5.6	10.7	10.4	6.1	-0.1	-0.7	-4.3	4.6	-1.9	-13.5
COc1ccccc1-n1c(CCC(=O)O)ccc1-c1ccccc1	-0.7	-3.3	-7.2	-17.4	-5.5	10.9	-3.7	-20.4	-38.4	4.4	-0.4
COc1ccc(Cn2c(C)nc3c(c2=O)c2nc4ccccc4nc2n3Cc2ccco2)cc1	0.7	33.6	?	6.1	-8.7	2.1	/	-14.2	-20.8	12.2	62.3
CCc1ccc2n(-c3ccc(OC)cc3)c([S-])c(C(=O)Nc3cc(C)cc(C)c3)[n+]2c1	0.3	-17.9	-5.9	-14.9	-12.7	-3.7	2.3	-1.0	-15.3	11.9	11.0
CCc1ccc(-c2nc(C)c(CCO)c(=O)[nH]2)cc1	0.1	-2.2	5.7	-5.8	-0.2	-0.8	0.1	-2.2	-41.2	8.5	0.6
N[C@@H](CO)c1cn([C@@H](Cc2cc3ccccc3[nH]2)C(=O)N2CCNCC2)nn1	-2.7	-7.4	0.5	4.6	3.8	2.4	1.4	/	-11.0	-4.0	4.9
CN(C)c1ccc(/C=C(\C#N)c2ccccn2)cc1	-3.5	78.2*	68.3*	30.5	-17.8	-5.4	-2.3	-6.4	-105.1	-2.4	45.4
Cc1cccc(NC(=S)N2CCCCCC2)c1	1.6	-27.0	4.9	-34.6	-0.3	0.6	-1.8	-4.4	-25.9	4.6	-5.4
CCCN(CCC)S(=O)(=O)c1ccc(C(=O)Nc2nnc(COC)o2)cc1	1.7	19.2	7.3	5.6	16.0	2.9	4.7	6.6	18.9	?	6.6
Cn1c(=O)[nH]c(=O)c2c1nc(N1CCN(C(c3ccccc3)c3ccccc3)CC1)n2CCO	1.0	74.6*	4.3	11.0	22.5	4.6	/	-20.9	-23.4	-12.7	10.6
Cc1nnc(SCc2ccccc2F)n1NCc1cccs1	-0.9	-36.3	-26.4	-54.6	0.6	-8.4	0.1	-9.1	-19.5	-12.4	-5.7
O=C(O)c1cc2cc(S(=O)(=O)O)ccc2cc1O	-0.4	8.7	0.4	17.1	-1.4	0.5	/	-9.7	9.4	11.3	8.8
CSc1ccc(/C=N/NC(=O)CNc2ccc3ccccc3c2)cc1	-1.3	3.7	-2.1	-28.8	-4.7	-1.6	0.7	9.0	-42.7	-3.5	-3.4
Cc1cccc(C)c1Nc1cn[nH]c1	2.3	-8.0	/	-1.0	3.0	8.4	/	-10.9	1.1	/	-4.1
COc1ccccc1/C=N/NC(=O)c1cccc(OC(F)(F)C(F)F)c1	1.2	-7.0	0.8	-43.5	-7.5	-0.1	2.7	-4.8	-29.3	3.6	4.2
N#Cc1cccc(C(c2nnnn2C2CCCC2)N2CCC(Cc3ccccc3)CC2)c1 (stereo not given)	0.6	6.6	14.3	21.1	1.6	1.1	-7.5	/	-14.5	4.1	21.6
COc1ccccc1NS(=O)(=O)c1ccc(N/N=C/C=C/c2ccccc2[N+](=O)[O-])c([N+](=O)[O-])c1	-0.4	-0.7	-1.3	10.9	3.3	-4.3	-0.4	-4.9	3.8	6.8	2.7
Cc1ccc(NC(=O)CN(C)C(=O)C2CCC2)cc1	0.1	-12.3	-3.9	1.4	1.1	-6.7	/	-6.2	4.1	5.7	-2.6

Three neighbouring compounds from above, for reference:
SMILES	iPSC survival up	Peg3 prom inh	TRPM1 prom inh	HIF-2a block	Cardio protect	HTR2A ag	NR2E3 ag-1	CaV13 FRET inh	NR2E3 ag-2	PDI turbidity	Shn3 3UTR inh
CC1(C)CC(=O)C=C(c2ccc(-c3cnc4ccccc4c3)cc2)C1=O	-4.3	-97.2	/	-50.0	-0.4	4.7	/	-5.5	-11.5	7.6	-46.7
COC(=O)CNC(=O)CCC(=O)N1CCN(C(c2ccccc2)c2ccccc2)CC1	-0.2	6.3	16.3	15.5	10.2	-3.2	3.6	-3.7	22.8	8.5	7.6
C=CCn1c(SCC(=O)NC(=O)Cc2ccccc2)nc2ccccc2c1=O	1.2	12.8	2.3	15.8	-0.2	-5.2	4.2	-2.0	-7.6	15.8	4.2
